Screening data deposited in PubChem by National Center for Advancing Translational Sciences (NCATS).
Texas Red fluor – Texas Red region autofluorescence; Compound fluorescence, Texas Red channel, 547/618 nm; active compounds read high; max dye-equivalent concentration, M; actives 0.06% (n = 59,000); in the data active = max dye-equivalent concentration above about 10 nM; inconclusive = between about 1.1 nM and that limit
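Pin-transferred compounds and Texas Red standards go into 100 mM Tris buffer, pH 8.0. After 15 min at room temperature, plates are imaged with 547/618 nm filters. Each value is a dye-equivalent concentration derived from the per-plate dye curve.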
Casp1 inh – allosteric or competitive inhibitors of human caspase-1; actives 0.03% (n = 75,000); Caspase-1 enzyme, Ac-WEHD-AFC fluorogenic rate; Potency, µM (doses to about 57.5 µM), for the others: top-dose activity change, negative = inhibition, most hits filed as inhibitors; AID 900;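 note: potency is the fitted concentration of half-maximal effect; plate controls were vehicle for no effect and no substrate for full effect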
Target sequence (P29466 120-297 limits assumed): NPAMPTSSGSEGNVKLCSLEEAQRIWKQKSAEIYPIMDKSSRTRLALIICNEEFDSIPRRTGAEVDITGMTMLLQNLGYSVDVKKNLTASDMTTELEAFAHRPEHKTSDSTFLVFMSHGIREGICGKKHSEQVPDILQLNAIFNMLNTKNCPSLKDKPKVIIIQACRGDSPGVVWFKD
Target sequence (P29466 317-404 limits assumed): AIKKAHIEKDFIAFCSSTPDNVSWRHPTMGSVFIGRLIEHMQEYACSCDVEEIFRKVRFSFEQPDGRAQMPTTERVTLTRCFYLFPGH
Tau filament bind – tau filament binding. recombinant tau filaments, thioflavin S fluorescence, 15 h; filaments grown with octadecylsulfate alongside compound. actives 2% (n = 71,000). Potency, µM (doses to about 57.1 µM), without a hit: at the top dose activity change, negative = inhibition. P10636. AID 596;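 note: potency is the fitted concentration of half-maximal effect; % is set by controls: 0 for no effect and ±100 for the full control effect; actives lower thioflavin S fluorescence by blocking filaments or displacing dye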
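Read-out: ThS fluorescence, 450 nm excitation/510 nm emission; lower signal marks blocked filament formation or displaced dye. Tau at 1 uM with 30 uM ODS, 10 uM ThS, 5 mM DTT, 100 mM NaCl, 10 mM HEPES pH 7.4; 15 h, 37 C.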
Fluorescein fluor – compound autofluorescence in fluorescein spectral region; max fluorescein-equivalent concentration, M; AID 593; actives 0.91% (n = 59,000); Compound autofluorescence, 480/540 nm, fluorescein-equivalent; active compounds read high; in the data active = max fluorescein-equivalent concentration above about 10 nM; inconclusive = between about 1.1 nM and that limit
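Compounds (23 nL) in 100 mM Tris pH 8.0, 15 min at room temperature, then fluorescence read at 480 nm excitation/540 nm emission. Signal converted to fluorescein-equivalent concentration from an on-plate fluorescein standard curve.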
USP2a inhib – inhibitors of human ubiquitin-specific protease USP2a | Potency, µM (top dose mostly 38.3 µM), for inactives: at the top dose activity change, negative = inhibition, actives largely listed as inhibitors | actives 0.1% (n = 60,000) | USP2a enzymatic assay, qHTS inhibition;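 note: potency is the fitted concentration of half-maximal effect; nearly all actives have a fitted effect of over 60% in size; plate controls were DMSO for no effect and NEM full inhibition control for full effect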
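USP2 core (20nM final) preincubated 30 min RT with compound, then Ub-PLA2 20nM and NBD C6-HPC 20uM final added; buffer 20mM Tris-HCl pH 8.0, 2mM CaCl2. Fluorescence Ex 460/Em 535 read at 0 and 2.5 h; normalized to NEM.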
HADH2 inhib – blocks human hydroxyacyl-CoA dehydrogenase type II | Potency, µM (highest dose often 57.1 µM), for the others: at the highest dose activity change, negative = inhibition, usual class: inhibitors | recombinant HADH2, NADH fluorescence, beta-hydroxybutyryl-CoA | Q99714 | actives 3.4% (n = 73,000) | AID 886; note: potency is the fitted concentration of half-maximal effect; % is set by controls: 0 for no effect and ±100 for the full control effect; nearly all actives have a fitted effect of over 60% in size; many of its hits are not listed in these tables
Target sequence (Q99714 whole entry, looked up, one chain of several): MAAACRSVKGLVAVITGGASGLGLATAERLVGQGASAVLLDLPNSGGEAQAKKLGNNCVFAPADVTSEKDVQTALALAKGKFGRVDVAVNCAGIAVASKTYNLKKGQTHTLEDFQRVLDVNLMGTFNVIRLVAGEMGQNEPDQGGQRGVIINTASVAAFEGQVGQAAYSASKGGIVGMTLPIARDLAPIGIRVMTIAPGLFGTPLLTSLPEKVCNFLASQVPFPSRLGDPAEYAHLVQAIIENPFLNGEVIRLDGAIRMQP
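Activity measured as NADH fluorescence gain (360/450 nm), taken as the change between first and last reads of a 4-min kinetic run. Conditions: pH 9.0 Tris buffer, 20 nM E. coli-expressed His-tagged enzyme, 1 mM NAD+, 90 uM beta-hydroxybutyryl-CoA; 15-min compound preincubation.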
Rhodamine fluor – compound autofluorescence in rhodamine spectral region; Rhodamine-region fluorescence, 547/598 nm, Tris buffer; active compounds read high; max dye-equivalent concentration, M; actives 0.05% (n = 59,000); AID 594; in the data active = max dye-equivalent concentration above about 11 nM; inconclusive = between about 1.1 nM and that limit
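Intensities are converted to rhodamine-equivalent concentration using a six-point rhodamine standard on each plate. Compounds sit 15 min at room temperature in 100 mM Tris buffer, pH 8.0; read uses the 547/598 nm excitation/emission pair.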
Caspase-7 inhib – allosteric or competitive inhibitors of human caspase-7; recombinant caspase-7, Ac-DEVD-AFC fluorescence rate; Potency, µM (doses to about 57.5 µM), for inactives: at the top dose activity change, negative = inhibition, usual class: inhibitors; actives 0.02% (n = 75,000); active = well fitted inhibition curve with a large enough effect in the main read-out, with a control signal flat, not every such curve was filed as active; inconclusive = small, poorly fitted or top-dose-only effect, or a change in a side signal; note: potency is the fitted concentration of half-maximal effect; % of control where 0% means no effect
Target sequence (P55210 24-198 limits assumed): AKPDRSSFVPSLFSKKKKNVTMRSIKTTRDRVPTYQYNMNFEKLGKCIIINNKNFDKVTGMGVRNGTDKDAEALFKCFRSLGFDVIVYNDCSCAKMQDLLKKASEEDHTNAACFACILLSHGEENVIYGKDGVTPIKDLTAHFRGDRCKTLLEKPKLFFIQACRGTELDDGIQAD
Target sequence (P55210 207-303 limits assumed): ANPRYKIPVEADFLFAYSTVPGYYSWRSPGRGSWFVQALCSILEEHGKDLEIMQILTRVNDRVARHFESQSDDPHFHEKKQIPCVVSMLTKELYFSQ
HEK293 cAMP ctrl – counter-screen for TSHR agonists: cAMP increase in parental HEK293; parental HEK293 CNG cAMP sensor, membrane potential fluorescence; Potency, µM (doses to about 57.1 µM), for the others: at the highest dose activation, usual class: activators; actives 2.5% (n = 73,000); note: potency is the fitted concentration of half-maximal effect; % of control where 0% means no effect; nearly all actives have a fitted effect of over 55% in size
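Parental HEK 293 cells stably expressing a cAMP-gated CNG channel were loaded with membrane potential dye containing 100 uM RO 20-1724 for 60 min. Compound added for 30 min; depolarization read as fluorescence intensity at 590 nm.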
ERK AVP block – vasopressin-driven ERK pathway inhibition; actives 0.99% (n = 72,000); Potency, µM (top dose mostly 57.5 µM), for the others: at the top dose activity, negative = inhibition, usual class: inhibitors; AID 995; HEK293-V1b, vasopressin-stimulated pERK AlphaScreen; note: potency is the fitted concentration of half-maximal effect; % is set by controls: 0 for no effect and ±100 for the full control effect; nearly all actives have a fitted effect of over 55% in size
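HEK293 cells stably expressing V1b receptor, preincubated 30 min at 37 °C with compound, then stimulated 5 min with 25 nM vasopressin. Phospho-ERK by AlphaScreen SureFire after 5 h RT; normalized to DMSO and vasopressin; AC50 by Hill fit.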
FLuc inh – firefly luciferase inhibition. P08659. purified firefly luciferase, luminescence, 8 min. Potency, µM (series often up to 57.1 µM), for the others: at the highest dose activity change, negative = inhibition, hits mostly inhibitors. actives 2.2% (n = 72,000); note: potency is the fitted concentration of half-maximal effect; % is set by controls: 0 for no effect and ±100 for the full control effect; nearly all actives have a fitted effect of over 40% in size
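Firefly luciferase (PKLight detection mix) with 10 uM ATP in pH 7.2 imidazole buffer (KCl, MgCl2, Tween 20, BSA). Compounds tested across a concentration series (qHTS). Luminescence read after 8 min at ambient temperature.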
Active calls of the source: *; i = inactive; ? = inconclusive; . = not tested or not shown; & = joins results of further samples; [ ] = another dose, or the depositor's remark. Unless noted, calls come from the whole dose curve; as a rule, active = well fitted curve in the direction sought with a large enough effect; inconclusive = small, poorly fitted or top-dose-only effect, or another doubt; inactive = no such curve, though single readings can be large; an effect the other way counts as inactive or inconclusive.

| molecule | Texas Red fluor | Casp1 inh | Tau filament bind | Fluorescein fluor | USP2a inhib | HADH2 inhib | Rhodamine fluor | Caspase-7 inhib | HEK293 cAMP ctrl | ERK AVP block | FLuc inh |
| --- | --- | --- | --- | --- | --- | --- | --- | --- | --- | --- | --- |
| COc1cccc2cc(-c3csc(CCn4nc(C)cc4C)n3)c(=O)oc12 | i | -4% | -9% | ? | 29% | -2% | i | 6% | ? | ? | -3% |
| Fc1ccccc1CSc1nnc(-c2ccccc2)o1 | i | -4% | -9% | i | -3% | -9% | i | -7% | 17% | 72%[activator] | -17% |
| Cc1cc(NC(=O)CSc2nnc(-c3ccoc3C)n2N)no1 | i | -5% | -12% | ? | -1% | 5% | i | -2% | -1% | -14% | 4% |
| CCOC(=O)C(CC)Sc1nc(N)c(NC(=O)c2ccc(OC)c(OC)c2)c(=O)[nH]1 (configuration not stated) | . | -1% | -3% | . | . | -3% | . | 4% | ? | . | 4% |
| COc1c(F)c(F)c(C(=O)Nc2ccccc2N2CCN(C(=O)C(C)C)CC2)c(F)c1F | i | 0% | -15% | i | 35%[activator] | 16% | i | -1% | ? | -2% | -1% |
| COc1ccc(C(=O)N2CCC3(CCN(Cc4ccccc4)CC3)CC2)cc1 | i | -6% | 4% | i | 17% | 6% | i | 0% | ? | -18% | -1%[11.4 µM] |
| O=C(C1=C(O)C(=O)N(Cc2ccccc2)C1c1cccnc1)c1ccco1 (configuration not stated) | i | 1% | 0% | ? | -9% | -4% | i | -1% | -15% | -9% | 2% |
| COc1cccc(C(=O)Nc2ncc3c(n2)CC(C)CC3=O)c1 (configuration not stated) | i | 1% | 12% | ? | 2% | ? | i | 0% | 27% | 31%[activator] | 0% |
| CCC1(CC)C(=O)NC(=O)NC1=NCCc1c[nH]c2ccccc12 | ? | 0% | 6% | ? | -8% | -6% | i | 0% | 8% | 11% | 1% |
| CC1CCCN(C(=O)c2ccncc2)C1 (configuration not stated) | i | 2% | 0% | ? | 4% | 5% | i | 0% | -4% | -13% | 0% |
| Cc1cc(NC(=O)CSc2nnc(C3COc4ccccc4O3)o2)no1 (configuration not stated) | i | 2% | 0% | ? | -13% | -8% | i | -1% | 15% | -28% | 3% |
| CCC(=O)NC(C)C(c1cccs1)N1CCN(c2ccccc2)CC1 (configuration not stated) | i | 0% | 1% | ? | -9% | 9% | i | -1% | 15% | -25% | -1% |
| COc1ccc(/C(O)=C2/C(=O)C(=O)N(CCCC(=O)O)C2c2ccc(OC)cc2)cc1 (configuration not stated) | i | 0% | 9% | i | 1% | -9% | i | 1% | 0% | -3% | 0% |
| CC#CCOC(=O)c1c(C)nc2sc3c(c2c1N)CC[C@@H](O)C3 | i | -2% | 39%&-4% | ? | -2% | 5%&19% | i | 1% | 2%&16% | ? | -2%&-27% |
| CN=CC1=C(O)c2ccccc2C1=O | i | -2% | -7% | i | -6% | -14% | i | -4% | ? | ? | 1% |
| O=C(NC(=O)c1cccc(OC(F)(F)C(F)F)c1)OC1CCS(=O)(=O)C1 (configuration not stated) | i | -2% | -2% | i | 4% | 8% | i | 0% | 4% | -5% | 2% |
| O=C(CSc1ccc2nnc(-c3ccncc3)n2n1)NCC1CCCO1 (configuration not stated) | . | 2% | -7% | . | . | 5% | . | 0% | 16% | . | 0% |
| CCC(=O)N(Cc1cc2cc(OC)ccc2[nH]c1=O)c1cccc(C)c1 | i | -2% | -7% | i | 4% | ? | i | -1% | 16% | -23% | 5% |
| CN(C)C(=O)CSc1nnc(CCCCCNC(=O)OC(C)(C)C)o1 | i | 2% | 6% | i | 1% | 3% | i | 0% | 8% | 2% | -1% |
| COc1ccc(S(=O)(=O)Nc2ccc(F)c(Cl)c2)cc1OC | . | -2% | -8% | . | 4% | -9% | . | -3% | 5% | 17% | -1% |
| COC(=O)[C@H](CCSC)NC(=O)NCCC1=CCCCC1 | ? | 1% | 8% | i | 2% | 6% | i | -1% | 18% | 7% | 2% |
| O=c1c(-c2ccc(F)cc2)nc2cnc(Nc3ccccc3)nc2n1C1CC1 | i | -7% | -6% | i | 12% | -6% | i | -8% | 0% | 7% | 0%[11.4 µM] |
| CCN1CCN(C(C(=O)NC2CCCC2)c2ccc(Cl)cc2)CC1 (configuration not stated) | . | 1% | -6% | . | . | 1% | . | 0% | 7% | -4% | -8% |
| Cc1cc(C)c(C)c(OCC(=O)NCC2CCCO2)c1 (configuration not stated) | i | 0% | -2% | i | 3% | 9% | i | -1% | 18% | -4% | 1% |
| COc1ccc(-n2c(C)nc3c(cnn3-c3ccc(C)c(C)c3)c2=O)cc1 | . | -2% | 54% | . | . | 8% | . | -4% | -1% | ? | -14% |
| c1ccc2[nH]c(SCCN3CCOCC3)nc2c1 | . | -2% | 7% | . | . | -2% | . | -1% | 7% | -1% | -20% |
| c1ccc2[nH]c(CN3CCCCCC3)nc2c1 | i | -3% | 65% | ? | -3% | 5% | i | -3% | 13% | -34% | 0% |
| CN(Cc1ccco1)c1cc(-c2cccc(C#N)c2)ncn1 | i | -3% | 1% | i | 13% | -10% | i | -5% | 2% | -18% | 2%[2.29 µM] |
| CN(C)c1ccc(-c2nnn(Cc3ccccc3Br)n2)cc1 | ? | -3% | -5% | i | -6% | -19% | i | -2% | 9% | -7% | -7% |
| Cc1nc2c([nH]c3ccc(Br)cc32)s1 | i | 0% | 19% | i | -11% | 1% | i | -1% | 0% | ? | -5% |
| O=C(O)C1C2C=CC(C2)C1C(=O)N1CCN(CCO)CC1 (configuration not stated) | i | 1% | -15% | ? | -13% | -1% | i | 0% | 2% | 12% | 1% |
| Cc1ccc2c(c1)NC(=O)C(CC(=O)NCCCN1CCCCC1)O2 (configuration not stated) | . | -2% | -4% | . | . | -12% | . | -1% | 4% | 2% | 0% |
| O=C(Cn1c(=O)n(Cc2ccco2)c(=O)c2c3c(sc21)CCCC3)Nc1ccccc1 | i | -4% | 184% | i | 36%[activator] | -28% | i | -3% | ? | -8% | 2% |
| CC(NC(=O)Cc1cccs1)c1ccncc1 (configuration not stated) | i | 0% | -6% | ? | 3% | 8% | i | -1% | -1% | 2% | 0% |
| COc1ccc(CN(C(C)=O)c2cccc(C)c2C)cc1 | i | -1% | -3% | i | 3% | -1% | i | 0% | ? | ? | -1% |
| COc1cc(S(=O)(=O)N2CCN=C2c2ccccc2)ccc1F | ? | 0% | -6% | i | 1% | 0% | i | 0% | 0% | -6% | 3% |

Part of the list above in order of heavy-atom count, rising.
| molecule | Texas Red fluor | Casp1 inh | Tau filament bind | Fluorescein fluor | USP2a inhib | HADH2 inhib | Rhodamine fluor | Caspase-7 inhib | HEK293 cAMP ctrl | ERK AVP block | FLuc inh |
| --- | --- | --- | --- | --- | --- | --- | --- | --- | --- | --- | --- |
| Cc1cc(NC(=O)CSc2nnc(C3COc4ccccc4O3)o2)no1 (configuration not stated) | i | 2% | 0% | ? | -13% | -8% | i | -1% | 15% | -28% | 3% |
| O=C(C1=C(O)C(=O)N(Cc2ccccc2)C1c1cccnc1)c1ccco1 (configuration not stated) | i | 1% | 0% | ? | -9% | -4% | i | -1% | -15% | -9% | 2% |
| COc1ccc(/C(O)=C2/C(=O)C(=O)N(CCCC(=O)O)C2c2ccc(OC)cc2)cc1 (configuration not stated) | i | 0% | 9% | i | 1% | -9% | i | 1% | 0% | -3% | 0% |

Remaining list, next part
| molecule | Texas Red fluor | Casp1 inh | Tau filament bind | Fluorescein fluor | USP2a inhib | HADH2 inhib | Rhodamine fluor | Caspase-7 inhib | HEK293 cAMP ctrl | ERK AVP block | FLuc inh |
| --- | --- | --- | --- | --- | --- | --- | --- | --- | --- | --- | --- |
| O=C(Nc1nc2ccccc2s1)C1CCCO1 (configuration not stated) | i | 1% | 7% | i | 0% | 2% | i | 1% | 8% | ? | -24% |
| COc1ccc(C2C(=O)c3ccccc3C2=O)c(OC)c1 | i | -1% | -1% | i | 11% | 6% | i | 1% | 12% | 7% | 4% |
| CC(C)C(NC(=O)c1cccs1)C(=O)NC1=NCCS1 (configuration not stated) | i | 0% | 0% | i | -10% | -1% | i | 0% | 5% | 9% | 5% |
| CCCCc1cc(=O)oc2cc(C)cc(OCC(=O)O)c12 | i | -2% | 15% | i | -3% | i | i | -1% | 2% | -11% | 2% |
| COc1ccc(C(=O)Oc2cc(OC)cc(OC)c2C(C)=O)cc1 | . | -2%[11.5 µM] | . | . | . | 6%[11.4 µM] | . | 1%[11.5 µM] | -1%[11.4 µM] | -4%[11.5 µM] | . |
| COc1ccc(CN2C(=O)CN(C3CCCCCC3)C(=O)C2c2ccc(OC)c(OC)c2)cc1 (configuration not stated) | i | 0% | 4% | i | 11% | -2% | i | 0% | 13% | -10% | 2% |

Only part of the results is shown; the hit share may differ from the screen's.
